GAA glycogen: inhibitors or activators of human alpha-glucosidase glycogen cleavage. 0.38% of 300,000 active. AID 2100. recombinant GAA, glycogen substrate, Amplex Red glucose oxidase fluorescence. Potency, µM (top dose mostly 76.4 µM), for the others: at the top dose activity change, negative = inhibition, usual class: inhibitors. P10253; active = well fitted inhibition curve with a large enough effect; inconclusive = small, poorly fitted or top-dose-only effect, or another doubt; inactive = no such curve, though single readings can be large or run the other way;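 also: 0% = full enzyme reaction and -100% = no-enzyme basal signal; the screen sought inhibitors and activators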
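qHTS, 1536-well; enzyme 4 nM final; cpd up to 77 uM; substrate bovine liver glycogen 30 ug; 50 mM citrate/phosphate pH 5.0, 0.01% Tween-20; 37 C, 40 min; Amplex Red detection 45 min RT; Hill fit → AC50.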
Active calls of the source: *; ? = inconclusive; & = joins results of further samples; [ ] = dose if it differs, or a comment. Potency is read from the fitted curve at half-maximal effect. An excerpt (hit frequency here may not be typical).

Compound	GAA glycogen
COc1ccc(C(=O)NC(C)c2nnc(SCC(=O)NC3CCCCC3)n2C)cc1 (configuration not stated)	1.3%
CCOc1ccc(-c2n[nH]c(=S)n2Cc2ccccc2)cc1	2.1%[76.3 µM]
Cc1cc(C(=O)NC2CCCN(Cc3ccc(Cl)cc3)C2)no1 (configuration not stated)	0.5%[76.3 µM]
Cc1ccc(/C=C2/Sc3ccc(C(=O)NCCN4CCOCC4)cc3NC2=O)cc1	-6.4%[76.3 µM]
Cc1cc(NC(=O)CCC(=O)N(Cc2ccccc2)C(C(=O)NC2CCCC2)c2ccco2)no1 (configuration not stated)	3.7%
O=C(O)CNC(=O)c1ccc(NC(=O)/C(=C/c2cccc([N+](=O)[O-])c2)NC(=O)c2ccco2)cc1	-9.5%[76.3 µM]
COc1ccc(C)cc1N(C(=O)Cn1nnc(-c2ccc(C)o2)n1)C(C(=O)NC1CCCC1)c1ccncc1 (configuration not stated)	1.2%
COc1cc(Cl)ccc1OCc1cc(C(=O)NCC(C)(C)N2CCOCC2)no1	10.3%[76.3 µM]
Cn1c(=O)oc2cc(S(=O)(=O)Nc3ccc(F)cc3)ccc21	-3.1%
COc1ccc(C(CNC(=O)c2ccc(S(=O)(=O)Nc3ccccc3F)cc2)N(C)C)cc1 (configuration not stated)	0.1%[76.3 µM]
O=C(NC(=O)c1ccccc1)Nc1ccccc1	12.2%
Cc1ccnc(NC(=O)CS(=O)(=O)c2ccccc2)c1	-1.9%[76.3 µM]
Cc1ccc(CN(Cc2ccccn2)C(=O)Nc2ccc(C)c(C)c2)cc1	-12.6%
COc1ccc(-c2nc(CS(=O)CC(=O)NCc3ccc(Cl)cc3)c(C)o2)cc1OC (configuration not stated)	0.4%[76.3 µM]
COc1ccccc1CNC(=O)C1CCCN(c2nc3ccccc3n3cccc23)C1 (configuration not stated)	12.8%[76.3 µM]
CCOc1ccc(/C(O)=C2/C(=O)C(=O)N(c3ccccn3)C2c2ccc(C)cc2)c(C)c1 (configuration not stated)	-2.9%
CCOc1ccccc1NC(=O)NNS(=O)(=O)c1cc(OC)ccc1OC	?
COc1cc(C(O)c2nc3ccccc3n2C(C)C)cc(OC)c1OC (configuration not stated)	-1.5%[76.3 µM]
Cc1nc2nc(SCC(=O)NCCCN3CCCCC3)nn2c(C)c1Cc1ccccc1	-1.8%[76.3 µM]
Cn1cc([N+](=O)[O-])c(C(=O)NC2CCCCCCC2)n1	0.4%[76.3 µM]
COc1ccc(N2CC(C(=O)NC3CCCCC3)CC2=O)cc1 (configuration not stated)	-1.8%
CCCOC(=O)CSc1nnc2ccc3ccccc3n12	-3.3%[76.3 µM]
COC(=O)c1sc(N2C(=O)C(O)=C(C(=O)c3ccc(C)o3)C2c2ccc(OC)c(OC)c2)nc1C (configuration not stated)	-17.8%[76.3 µM]
CCOc1ccc(-c2[nH]ncc2-c2ccccc2)c(O)c1	-20.4%[76.3 µM]
CCCc1nnc(NC(=O)CCC(=O)NCc2ccc(Cl)cc2Cl)s1	-9.6%[76.3 µM]

Looked up by compound from the entries so far, 2 records:
Compound	GAA glycogen
CCCOC(=O)CSc1nnc2ccc3ccccc3n12	-3.3%[76.3 µM]
COc1ccccc1CNC(=O)C1CCCN(c2nc3ccccc3n3cccc23)C1 (configuration not stated)	12.8%[76.3 µM]

(more compounds)
Compound	GAA glycogen
COc1ccc(C(c2c(C)n(C)n(-c3ccccc3)c2=O)c2c(C)n(C)n(-c3ccccc3)c2=O)c(OC)c1OC	12.8%[76.3 µM]
O=C(c1ccccc1O)N1N=C(C(F)(F)F)CC1(O)c1ccc([N+](=O)[O-])cc1 (configuration not stated)	2.5%[76.3 µM]
CC(=O)Nc1ccc(N2Cc3ccccc3C2)cc1	13.2%[76.3 µM]
Cc1ccc(N2CCN(c3ccc([N+](=O)[O-])cn3)CC2)c(C)c1	4.5%
CC1CN(C(=O)CCC(=O)NCc2cccs2)c2ccccc2O1 (configuration not stated)	5.3%[76.3 µM]
CCOc1ccc(-c2c(C(=O)N/N=C/c3sccc3C)nnn2-c2nonc2N)cc1	-12.5%[76.3 µM]
COc1ccc(CCNC(=O)C2CC=CCC2C(=O)O)cc1 (configuration not stated)	2.2%[76.3 µM]
Cc1ccc(SCC(=O)OCC(=O)NC(C)c2ccc(Br)cc2)cc1 (configuration not stated)	-19.5%[76.3 µM]
Cc1ccc(N(C)C(=O)c2cc(S(=O)(=O)N3CCc4ccccc43)cn2C)cc1	-13.3%[76.3 µM]
Cc1nc(SCC(=O)NC2CCCC2)c2c(C)c(C)sc2n1	-0.3%
Cc1ccccc1S(=O)(=O)Cc1ccc(C(=O)NCCCN(C)Cc2ccccc2)o1	1.3%[76.3 µM]
O=C(O)[C@H]1CCCC[C@H]1C(=O)Nc1ccc(S(=O)(=O)N2CCCCC2)cc1	-7.2%
Cc1ccc(OCC(=O)Nc2ccc(NC(=O)c3ccccc3)cc2)cc1C	6.3%
COc1cc(OC)c(C=O)c(OC(=O)N2CCOCC2)c1	-10.3%[76.3 µM]
CCOc1ccc(CNS(=O)(=O)c2cccs2)cc1OCC	0.3%[76.3 µM]
Cc1nn(CCCC(=O)NCc2cccc(Cl)c2)c(=O)c2c1sc1ccccc12	11.1%[76.3 µM]
CSc1cccc(NC(=O)CCCn2c(=O)c3cccn3c3cccnc32)c1	-7.7%[76.3 µM]
CCN(CC)Cc1c(C(=O)N/N=C/c2cccnc2)nnn1-c1nonc1N	-0.4%
Cc1ccccc1CNC(=O)CCc1cn(Cc2ccccc2C)c2ccccc12	22.2%[76.3 µM]
Fc1ccccc1NC(=S)NCc1ccccc1	0.5%[76.3 µM]
CN(C)CCCn1c(=O)n(Cc2ccccc2)c(=O)c2c3c(sc21)CCCCC3	-0.1%
CCc1n[nH]c(=O)c2cc3cc(OC)ccc3n12	-17.6%
COC(=O)C(Cc1ccc(O)cc1)NC(=O)CCc1nc2ccccc2s1 (configuration not stated)	-4.1%
COc1ccc(CC(=O)N2CCc3ccccc3C2)cc1	-0.7%
COc1ccc(S(=O)(=O)c2snnc2C)cc1	-0.3%
CNC(=O)N(O)C1N(/N=C/c2ccc(N(C)C)cc2)C(=S)SC1(C)C (configuration not stated)	-2.2%
COc1cccc(C(=O)Nc2cccc(NC(=O)c3cccs3)c2)c1	-0.8%[76.3 µM]
COc1ccc(S(=O)(=O)N2CCOC2CNC(=O)C(=O)NCCc2ccccc2)cc1OC (configuration not stated)	27.2%[76.3 µM]
O=C(CCNC(=O)c1ccco1)Nc1ccc(Cl)cc1F	2.1%
CCOc1ccc(NC(=O)C(CC)n2nc(C)c3c(C)n(-c4ccccc4)nc3c2=O)cc1 (configuration not stated)	-13.5%[76.3 µM]
C=CCNC(=O)CN1c2cccc3cccc(c23)S1(=O)=O	-6.0%
CN(C)CCn1c(NCc2ccc3c(c2)OCO3)nc2ccccc21	18.6%[76.3 µM]
COc1cc(S(=O)(=O)NCc2ccccc2)ccc1-n1cnnn1	4.1%
CCCN1CCN(C(=O)Cn2c(-c3cccs3)cc3ccccc32)CC1	?
Cc1c(C(=O)NNC(=S)NCc2ccc(Cl)cc2)oc2ccccc12	4.6%[76.3 µM]
CCOC(=O)c1c(C)[nH]c(C(=O)OC(C)C(=O)Nc2ccccc2OC)c1C (configuration not stated)	2.6%[76.3 µM]
CCC1(c2ccccc2)NC(=O)N(CC(=O)NCc2ccncc2)C1=O (configuration not stated)	3.0%
COCCNC(=O)C(c1ccc(C)cc1)N(C(=O)CCC(=O)Nc1ccccn1)C1CCCCC1 (configuration not stated)	-0.4%
NC(=O)CC(NC(=O)c1cccc(Br)c1)c1ccc(N2CCC(Br)CC2)c([N+](=O)[O-])c1 (configuration not stated)	1.8%[76.3 µM]
COc1ccccc1C1(O)C(=O)Nc2ccccc21 (configuration not stated)	-2.3%
CCc1ccc(NC(=O)C2=CC(c3cccs3)=NS(=O)(=O)N2C)cc1	4.4%&-4.5%[76.3 µM]
Cc1ccc(CN2CCC(n3nccc3NC(=O)CCCc3ccccc3)CC2)o1	-2.6%[76.3 µM]
CC(C)CN(C(=O)COC(=O)c1cccn1C)c1c(N)n(Cc2ccccc2)c(=O)[nH]c1=O	-6.9%[76.3 µM]
CC(=O)Oc1ccccc1C(=O)Nc1ccccc1C(=O)N1CCCC1	8.4%[76.3 µM]
COc1cc(CNc2nc3c(C)cc(C)cc3s2)ccc1O	-2.6%
CC1(C)Cc2c(sc(NC(=O)c3ccc(S(=O)(=O)N4CCCCCC4)cc3)c2C(N)=O)C(C)(C)N1	6.1%[76.3 µM]
COc1cccc(CN2CC(C(=O)NC3CCCCCC3)CCC2=O)c1 (configuration not stated)	3.0%[76.3 µM]
COc1cc(C2C3=C(CCCC3=O)OC3=C2C(=O)CCC3)ccc1OCC(=O)Nc1ccccc1	-5.1%[76.3 µM]
COc1cccc(CC(=O)OCC(=O)NNC(=O)c2ccc([N+](=O)[O-])cc2)c1	-1.7%[76.3 µM]
Cc1c(Cl)ccc2sc(NC(=O)c3ccco3)nc12	-0.6%[76.3 µM]

Some of the entries above, reformatted.
CCOc1ccc(NC(=O)C(CC)n2nc(C)c3c(C)n(-c4ccccc4)nc3c2=O)cc1 (configuration not stated)
  GAA glycogen: -13.5%[76.3 µM]

CNC(=O)N(O)C1N(/N=C/c2ccc(N(C)C)cc2)C(=S)SC1(C)C (configuration not stated)
  GAA glycogen: -2.2%

CC1(C)Cc2c(sc(NC(=O)c3ccc(S(=O)(=O)N4CCCCCC4)cc3)c2C(N)=O)C(C)(C)N1
  GAA glycogen: 6.1%[76.3 µM]

Cc1c(Cl)ccc2sc(NC(=O)c3ccco3)nc12
  GAA glycogen: -0.6%[76.3 µM]

(cont.)
Compound	GAA glycogen
Cc1ccc(S(=O)(=O)NC2(C(F)(F)F)NC(=O)N(Cc3ccccc3)C2=O)cc1 (configuration not stated)	2.7%[76.3 µM]
COc1ccc(C(=O)OCC(=O)NC(C)CCc2ccccc2)c(OC)c1 (configuration not stated)	-3.1%
CCN(CC)C(=O)CSc1nc2sc3c(c2c(=O)n1CCCOC)CCC3	12.4%[76.3 µM]
COC(=O)c1cc(CNC(=O)c2ccccc2OCc2c(C)noc2C)ccc1OC	-6.2%[76.3 µM]
Cc1ccc(NC(=O)[C@H](NC(=O)[C@@H]2Cc3ccccc3CN2)c2ccccc2)cc1C	1.9%[76.3 µM]
CC(C)N(CCCNC(=O)Cn1ncc2c([nH]c3ccccc32)c1=O)Cc1ccccc1	-4.3%&-11.4%[76.3 µM]
COC(=O)c1c(-c2cccs2)csc1NC(=O)COc1c(C)ccc(C)c1C	-8.3%[76.3 µM]
CCc1ccc(N2CCn3c2nc2c3c(=O)n(CCCc3ccccc3)c(=O)n2C)cc1	15.6%[76.3 µM]
Cc1ccc2c(COC(=O)c3ccc(NC(=O)CC#N)cc3)cc(=O)oc2c1C	17.0%
C=C(C)CN(Cc1ccccc1)C(=S)Nc1ccccc1	3.9%[76.3 µM]
COc1ccc(S(=O)(=O)N2CCOCC2)cc1NC(=O)COC(=O)C1CC2CCCC(C1)C2=O (configuration not stated)	-9.7%[76.3 µM]
O=C(N=C1SC2CS(=O)(=O)CC2N1Cc1ccc(Cl)cc1)C1CCCO1 (configuration not stated)	-5.8%[76.3 µM]
COC(=O)C1=C(C)NC(C)=C(C(=O)OCC2CCCO2)C1c1ccc(Cl)c([N+](=O)[O-])c1 (configuration not stated)	-22.5%[76.3 µM]
COc1cccc(CNC(=O)Cc2ccc(NC3=NC4CS(=O)(=O)CC4S3)cc2)c1 (configuration not stated)	24.3%[76.3 µM]
COc1cc(OC)c(NC(=O)C2=C(C)C(=O)OC23CCCCCC3)cc1Cl	8.0%[76.3 µM]
CCC(CC)C(=O)Nc1ccc(S(=O)(=O)N2CCC(c3nc4ccccc4s3)CC2)cc1	13.4%[76.3 µM]
O=C(Nc1ccc(S(=O)(=O)N2CCCCC2)cc1)C1CCCCC1	0.5%
COc1ccc(CNc2nc3c(c(=O)[nH]c(=O)n3C)n2Cc2ccccc2)cc1	-2.0%
O=Cc1cn(CC(=O)Nc2ccccc2)c2ccccc12	13.0%[76.3 µM]
COc1ccc(Cl)cc1NS(=O)(=O)c1cccc(C(=O)NCCCN2CCCC2=O)c1	-2.4%[76.3 µM]
CC(C)COc1ccc(C(=O)N2CCC(c3nc4ccccc4s3)CC2)cc1	2.8%[76.3 µM]
CC(Oc1ccc2cc(-c3ccccc3)c(=O)oc2c1)C(=O)NCC1CCC(C(=O)O)CC1 (configuration not stated)	-4.5%[76.3 µM]
COc1ccc(CCN(C)CC(O)COc2ccc(C(C)=O)cc2OC)cc1OC (configuration not stated)	-7.2%
CCCn1c(N)c(N(CCOC)C(=O)c2cc(C)cc(C)c2)c(=O)[nH]c1=O	-1.6%
COc1ccc(-n2nnc3c(=O)n(CC(=O)Nc4ccc5c(c4)OCCO5)cnc32)cc1OC	5.0%[76.3 µM]
COc1ccc(CCN2C(=O)N[C@@H](C(C)C)C2=O)cc1	5.3%
COc1ccccc1CCNC(=O)C1CCC(=O)N(C2CC2)C1 (configuration not stated)	1.4%[76.3 µM]

Screens (PubChem BioAssay)
